TPT1 inh: blocks Candida albicans tRNA 2'-phosphotransferase; recombinant caTPT1, FP RNA substrate dephosphorylation; inhibition, % at 5 µM; actives 0.81% (n = 300,000); AID 1962;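 active means inhibition above the mean of all tested compounds plus 3 SD, set per screening campaign, cut at about 24% in these data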;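 further: plate controls were DMSO alone for no effect and ferristatin control at 100 nM for full effect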
proCasp3 act: activates human procaspase-3; P42574; recombinant procaspase-3 D3A, Ac-DEVD-pNA absorbance 405 nm; activation, % at 8.5 µM; actives 0.11% (n = 330,000); AID 463141;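 active means activation above the mean of all tested compounds plus 3 SD, cut at about 21% in these data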;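 further: 0% = DMSO alone and 100% = DMSO wells spiked with extra 5 µM PC-3 D3A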
Target sequence (P42574 whole entry D9A/D28A/D175A): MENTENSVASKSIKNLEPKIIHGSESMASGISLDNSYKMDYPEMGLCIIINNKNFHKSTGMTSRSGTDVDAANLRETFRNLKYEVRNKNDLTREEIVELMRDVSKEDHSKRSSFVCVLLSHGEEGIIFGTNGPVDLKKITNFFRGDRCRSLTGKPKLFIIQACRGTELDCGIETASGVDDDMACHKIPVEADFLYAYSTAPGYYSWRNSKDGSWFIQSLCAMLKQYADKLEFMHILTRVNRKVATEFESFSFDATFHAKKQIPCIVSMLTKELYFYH
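Technique: 405 nm absorbance of p-nitroaniline, reads at 0 and 120 min; Test system: Procaspase-3 D3A mutant; Incubation: 1 h enzyme-compound preincubation, then 2 h substrate reaction, 25 °C; Repeats: singlicate, each compound tested once; Benchmarks: low control DMSO wells, high control DMSO plus 5 µM PC-3 D3A.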
PP1 inh: PP1-alpha (human) inhibition in PP5 counter-screen. P62136. purified PP1alpha, OMFP fluorescence. inhibition, % at 6.7 µM. actives 0.9% (n = 320,000). AID 2235;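 active means inhibition above the mean inhibition of all tested compounds plus 3 SD, computed separately for each screening campaign, cut at about 15% in these data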
Target sequence (P62136 whole entry, looked up): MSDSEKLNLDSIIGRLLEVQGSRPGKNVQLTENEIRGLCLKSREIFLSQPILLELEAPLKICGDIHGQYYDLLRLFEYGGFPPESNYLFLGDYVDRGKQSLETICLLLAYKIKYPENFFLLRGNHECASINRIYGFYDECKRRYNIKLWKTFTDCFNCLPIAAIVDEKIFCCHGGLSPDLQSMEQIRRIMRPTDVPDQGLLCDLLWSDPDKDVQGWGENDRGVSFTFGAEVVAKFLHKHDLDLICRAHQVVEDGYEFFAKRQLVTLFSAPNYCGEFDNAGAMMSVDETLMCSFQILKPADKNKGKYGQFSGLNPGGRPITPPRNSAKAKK
AHR act: activates the human aryl hydrocarbon receptor; actives 2.5% (n = 320,000); P35869; AHR-responsive luciferase reporter cells, luminescence; activation, % at 5 µM; in the data active means activation above about 47%;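 further: 0% = vehicle wells and 100% = reference agonist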
PAFAH2 FP inh: inhibitors of human PAFAH2 | inhibition, % at 3.39 µM | recombinant PAFAH2, FP-rhodamine activity probe, fluorescence polarization | Q99487 | actives 0.99% (n = 340,000);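 active means inhibition above the mean over all tested compounds plus 3 SD, cut at about 30% in these data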;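 further: inhibitors block probe labeling of enzyme so polarization drops; 0% = enzyme with DMSO and 100% = wells lacking PAFAH2 protein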
HCV core dimer: HCV core protein dimerization inhibition; TR-FRET GST/Flag-core106 dimerization, 1536-well; inhibition, % at 5 µM; actives 0.33% (n = 300,000);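 active means inhibition above the mean of all tested compounds plus 3 SD, set per screening campaign, cut at about 45% in these data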
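test system = GST/Flag-tagged HCV core106 proteins | probe or stimulus = Eu donor and XL665 acceptor anti-tag antibodies | times = compound-protein-antibody incubation 4 h at 22.5 °C | signal = TR-FRET, excitation 340 nm, emission 617 and 671 nm | measure = percent inhibition of core106 dimerization signal | controls = wells lacking GST-core106 and wells with excess unlabelled core106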
PP5 primary: inhibitors of human protein phosphatase 5 (PP5); purified PP5c, OMFP substrate fluorescence; inhibition, % at 6.7 µM; P53041; actives 0.18% (n = 320,000);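 active means inhibition above the campaign's mean inhibition across all tested compounds plus 3 SD, cut at about 9.5% in these data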;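 further: 0% = DMSO only and 100% = 100 µM cantharidin control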
CTSL1 counter: cathepsin L1 inhibition, PFM18AAP counter-screen. recombinant F. hepatica cathepsin L1, Z-Leu-Arg-MCA fluorescence. inhibition, % at 5.96 µM. actives 0.49% (n = 300,000). AID 1906;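 active means inhibition above the mean of all tested compounds plus 3 SD, set per screening campaign, cut at about 17% in these data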;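 further: 0% = plate median of test compound wells and 100% = 1 µM Z-Phe-Ala-diazomethylketone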
proCasp7 act: counter-screen: procaspase-7 (human) activation; P55210; recombinant procaspase-7, Ac-DEVD-pNA absorbance 405 nm; D23A/D198A/D206A triple mutant, cannot self-cleave; scale: DMSO 0, 5 µM enzyme 100; activation, % at 8.5 µM; actives 0.093% (n = 330,000); AID 463210;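 active means percent activation above the screen-wide mean plus 3 SD, cut at about 25% in these data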
Target sequence (P55210 whole entry D23A/D198A/D206A): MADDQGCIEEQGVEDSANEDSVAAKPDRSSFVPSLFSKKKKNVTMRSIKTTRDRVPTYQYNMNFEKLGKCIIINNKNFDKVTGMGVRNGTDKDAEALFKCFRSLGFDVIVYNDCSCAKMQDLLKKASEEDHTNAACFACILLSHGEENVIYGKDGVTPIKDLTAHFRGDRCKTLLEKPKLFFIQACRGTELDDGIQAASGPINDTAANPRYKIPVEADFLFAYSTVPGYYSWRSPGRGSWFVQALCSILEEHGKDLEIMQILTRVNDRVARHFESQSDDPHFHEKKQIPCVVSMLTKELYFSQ
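buffer or medium = Zinc-free HEPES/NaCl buffer, pH 7.4 | material = Procaspase-7 triple mutant (PC-7 D3A) | input = 2 µM procaspase-7 mutant as dispensed | signal = Epi-absorbance of released pNA at 405 nm, two timepoints | timing = 1 h preincubation, 2 h reaction | replicates = singlicate compound testing | evaluation = % activation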
* = called active by the depositor; . = not tested or not shown.

structure	TPT1 inh	proCasp3 act	PP1 inh	AHR act	PAFAH2 FP inh	HCV core dimer	PP5 primary	CTSL1 counter	proCasp7 act
CCOc1ccc(CN2CCC(n3nccc3NC(=O)c3ccccc3OC)CC2)cc1	-2	2	1	5	-2	-2	-1.2	-2	4
O=[N+]([O-])c1ccc(CSc2nnc3ccccn23)cc1	-4	-3	-2	1	-2	-2	0.2	1	-1
O=C(CCCn1c(SCC(=O)NCC2CCCO2)nc2ccccc2c1=O)NCc1ccccc1 (stereo not drawn)	4	3	-2	-1	0	3	-1.8	5	-8
Cc1nnc(SCC(=O)Nc2sc3c(c2C#N)CCCC3)[nH]c1=O	-4	-17	-2	16	8	22	-2.3	5	-21
Cc1ccc(-c2noc(/C=C/c3ccccc3)n2)cc1	4	5	-4	2	-9	2	0.8	-2	9
O=C(COc1ccc2ccccc2c1)Nc1cccc2c1C(=O)NC2=O	3	3	-1	1	.	0	0.2	0	7
CC(C)[C@H](NC(=O)c1ccco1)C(=O)OCC(=O)Nc1ccc(F)cc1	-4	11	1	0	2	-2	1.2	-16	-1
Fc1ccc(C2=CSC3=NCCN23)cc1	-2	-4	-2	7	2	2	-1.5	3	-14
CCOC(=O)C1C(=O)CC(C)(O)C(C(=O)OCC)C1c1ccc(NC(C)=O)cc1 (stereo not drawn)	-3	3	-2	4	1	3	3.3	-2	2
O=C(Nc1ccnn1C1CCN(Cc2ccc3nonc3c2)CC1)c1cccc(F)c1	-1	3	-2	-1	-2	0	-0.3	-3	-9
COc1nc(OC)nc(N2CCC(C(=O)Nc3cccc4ccccc34)CC2)n1	2	-1	-5	11	-3	1	2.8	3	-14
CCN1C(=O)/C(=C2\C=Cc3cc(C)ccc3N2CC)OC1=S	5	-3	0	-1	2	0	3.8	0	1
CCOc1cc(-c2nc3ccccn3c2NCC2CCCO2)ccc1O (stereo not drawn)	1	6	-2	-2	-1	-13	3.3	-1	3
COC(=O)c1nc(N)sc1C	0	0	-4	2	-9	-13	2.9	-3	-7
CCCCS/C(N)=N/N=C/c1ccccc1O	-2	5	2	1	7	0	5.3	7	-11
O=[n+]1cc(-c2cc3ccccc3o2)n([O-])c2c1CCCC2	-2	-5	-2	11	1	-3	1.6	-6	1
CCN1C(C(=O)Nc2cc(C)on2)=C(O)c2ccccc2S1(=O)=O	-4	4	-1	2	-2	-12	-2.1	3	5
CNC(=O)c1[nH]cnc1C(=O)N[C@@H](Cc1ccccc1)C(=O)OCc1ccccc1	4	-3	2	4	-9	-2	3.9	1	-8
CN(C)CCN1CC(C(=O)O)CC1=O (stereo not drawn)	2	12	-4	-2	-2	-1	1.3	-2	3
Cc1cc(C)cc(C(=O)Nc2nnc(SCC(=O)NCC3CCCO3)s2)c1 (stereo not drawn)	-3	1	-2	45	0	-8	3.7	-1	7
Nc1c2c(nn1-c1ccc(C(=O)O)cc1)CNC2	0	4	-5	1	-5	-1	1.7	1	-4
Cc1ccc(-c2nc3ccccc3c(C(=O)NCc3cccs3)c2C)cc1	0	-5	0	23	3	19	4.1	-2	-2
C/C(=N\NC(=O)Cc1ccccc1)c1cccs1	0	-2	-3	-4	6	4	0.8	-3	4
Cc1cccc(C(=O)N2CCC(c3nc(-c4ccc(S(=O)(=O)N5CCOCC5)cc4)no3)CC2)c1	4	-3	-5	0	0	0	1.9	1	9
CC(=O)Nc1cccc(-c2nc3ccccc3c(=O)o2)c1	-1	-4	-3	4	-3	1	1.8	-2	0
O=C(O)c1cc(NC(=O)c2ccc3c(c2)C(=O)N(Cc2ccccc2)C3=O)cc(C(=O)O)c1	0	-2	1	-2	-1	0	2.3	1	2
CCC(=O)c1ccc(OCC(=O)N(C)CC(=O)Nc2cccc(F)c2)cc1	-4	8	0	2	-2	-7	1.7	-2	-1
O=C1N/C(=N\N=C\c2cccnc2)SC1Cc1ccc(SC(F)F)cc1 (stereo not drawn)	-2	0	-1	3	4	11	1.8	6	6
CC1=Nc2cc(C(=O)NCCCOC(C)C)ccc2Sc2ccccc21	3	3	0	2	5	2	3.2	2	5
COc1ccc(OC)c(S(=O)(=O)N2CCC(C(=O)NCc3ccccn3)CC2)c1	1	7	-3	0	13	0	0.1	0	9
CC(OC(=O)c1ccc2c(=O)n3c(nc2c1)CCCCC3)C(N)=O (stereo not drawn)	20	-8	-3	4	-5	-5	-0.6	1	5
CN1C(=O)C(=O)N(CC(=O)Nc2ccccc2OC(F)F)C1=O	.	2	-1	0	5	.	1.3	.	2
CCC1CCc2sc(C(=O)NCC3CCCO3)cc2C1 (stereo not drawn)	.	-7	3	0	-36	.	2.7	.	14
COc1ccc(NC(=O)CN(C)C(=O)c2c(-c3ccccc3Cl)noc2C)cc1	1	3	4	2	4	2	-1.2	1	-2
O=C(CCC(=O)N(CC(=O)NC1CCCCC1)Cc1ccccc1)Nc1nccs1	3	-8	0	1	1	5	-0.6	1	1
Cc1ccc(CN(Cc2ccco2)C(=O)c2ccco2)cc1	2	7	2	-1	1	5	2.0	4	2
CC/C(=C\C(=O)c1cccnc1)Nc1ccc(C)c(C)c1	-4	-12	0	11	9	-2	1.3	3	-2
Cc1cc(C)c2c(=O)[nH]c(SCC(=O)NCCc3ccccc3)nc2n1	-2	0	-1	1	6	6	-1.3	2	5
O=C(C1CCC1)N1CCN(c2ccccc2)CC1	-3	-2	-2	-3	-4	1	2.5	-5	8
O=C(c1ccc(NS(=O)(=O)c2ccc(F)cc2)cc1)N1CCC1	1	1	-3	-3	1	3	2.2	-1	6

A draw from above in order of SMILES length, ascending:
structure	TPT1 inh	proCasp3 act	PP1 inh	AHR act	PAFAH2 FP inh	HCV core dimer	PP5 primary	CTSL1 counter	proCasp7 act
O=C(C1CCC1)N1CCN(c2ccccc2)CC1	-3	-2	-2	-3	-4	1	2.5	-5	8
CN1C(=O)C(=O)N(CC(=O)Nc2ccccc2OC(F)F)C1=O	.	2	-1	0	5	.	1.3	.	2
Cc1cc(C)c2c(=O)[nH]c(SCC(=O)NCCc3ccccc3)nc2n1	-2	0	-1	1	6	6	-1.3	2	5

(further entries)
structure	TPT1 inh	proCasp3 act	PP1 inh	AHR act	PAFAH2 FP inh	HCV core dimer	PP5 primary	CTSL1 counter	proCasp7 act
N#Cc1ccccc1CSc1ncccc1C(=O)O	1	0	-1	1	6	-8	-2.7	-4	-14
Cc1ccc(SCCN2CCC(O)CCC2=O)cc1 (stereo not drawn)	-1	-1	-6	0	3	-3	-2.1	-1	-1
COc1ccccc1CNC(=O)COC(=O)Cc1cccs1	3	-5	2	2	2	3	-0.9	-20	-5
CC[C@H](C)C(=O)N[C@H]1CCCN1C(=O)/C=C/c1ccccc1	.	-1	0	-1	11	.	-0.5	.	1
CC(=O)c1cc(F)c(N2CCCCCC2)cc1C	-5	-3	2	0	9	0	1.9	3	-5
CCN(CC)S(=O)(=O)c1ccc(N2CC(C(=O)NC3(C)CCS(=O)(=O)C3)CC2=O)cc1 (stereo not drawn)	.	7	-1	1	2	.	0.1	.	-13
Cc1ccc(/C=C/C(=O)N2CCN(S(=O)(=O)c3cccs3)CC2)o1	2	-4	2	-1	4	1	0.4	1	-7
CCN(CC(=O)NCc1cccs1)S(=O)(=O)c1ccc(C(C)C)cc1	-3	1	-3	0	3	4	3.5	3	10
C=CCNc1nc(-c2c(C)nc3sccn23)cs1	-3	-2	0	8	0	-24	0.5	-2	-12
Cc1cc(C(=O)CSc2nnc(N)s2)c(C)n1CCc1ccc(Cl)cc1	1	4	6	3	4	6	-0.8	2	8

Record cards (already shown):
Results for CCN(CC(=O)NCc1cccs1)S(=O)(=O)c1ccc(C(C)C)cc1 : TPT1 inh = -3; proCasp3 act = 1; PP1 inh = -3; AHR act = 0; PAFAH2 FP inh = 3; HCV core dimer = 4; PP5 primary = 3.5; CTSL1 counter = 3; proCasp7 act = 10
Results for CCN(CC)S(=O)(=O)c1ccc(N2CC(C(=O)NC3(C)CCS(=O)(=O)C3)CC2=O)cc1 (stereo not drawn) : TPT1 inh = .; proCasp3 act = 7; PP1 inh = -1; AHR act = 1; PAFAH2 FP inh = 2; HCV core dimer = .; PP5 primary = 0.1; CTSL1 counter = .; proCasp7 act = -13
Results for CC(=O)c1cc(F)c(N2CCCCCC2)cc1C : TPT1 inh = -5; proCasp3 act = -3; PP1 inh = 2; AHR act = 0; PAFAH2 FP inh = 9; HCV core dimer = 0; PP5 primary = 1.9; CTSL1 counter = 3; proCasp7 act = -5

Later entries
structure	TPT1 inh	proCasp3 act	PP1 inh	AHR act	PAFAH2 FP inh	HCV core dimer	PP5 primary	CTSL1 counter	proCasp7 act
CC(Oc1cccc(F)c1)C(=O)Nc1ccc(N2CCOCC2)cc1 (stereo not drawn)	.	5	3	-2	2	.	4.6	.	-3
Cc1ccc(-c2nnc3n2CCCCC3)cc1	3	2	-1	1	2	3	3.6	-3	3
O=C(c1ccc2c(c1)OCCO2)N1CCN(S(=O)(=O)c2c(F)cccc2F)CC1	.	8	-1	0	0	.	0.6	.	2
Cc1ccc(CN2C3=NC(=O)CN3c3ccccc32)cc1	-1	5	-2	-1	-7	2	-0.9	-5	10
O=C(Nc1nncs1)c1cccnc1Cl	-4	-7	-1	-3	11	2	0.1	-3	1
Cc1nonc1NC(=O)CSc1nc2c(C)cccc2cc1C#N	2	-16	-5	12	-15	-9	-0.3	0	-6
Cc1cn(CC2COC(C)(C)O2)c(=O)[nH]c1=O (stereo not drawn)	0	8	-1	5	-5	-3	2.4	6	3
CCn1cc(/C=C(\NC(=O)c2ccccc2F)C(=O)N2CCOCC2)c2ccccc21	0	1	0	44	7	-2	1.3	2	-2

Screening results as filed in PubChem BioAssay.
